ASM inhibitor – inhibitors of human secretory acid sphingomyelinase | placental ASM, HMU-PC fluorogenic substrate, 60 min | Potency, µM (doses to about 57.5 µM), without a hit: at the highest dose activity change, negative = inhibition, hits mostly inhibitors | hit rate 0.006% among 340,000; note: potency is the fitted concentration of half-maximal effect
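Fluorogenic HMU-PC substrate (9 uM final) is turned over by placental ASM in 60 min at 37 C after a 10 min compound preincubation. Reaction ended by alkaline stop (pH 10), with fluorescence read at 386/447 nm.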
MLL CXXC-DNA inh – MLL CXXC-DNA interaction inhibition; Q03164; MLL-CXXC / FITC-HOXA9 DNA fluorescence polarization; Potency, µM (highest dose often 115 µM), for inactives: top-dose activity change, negative = inhibition, hits mostly inhibitors; hit rate 0.037% among 290,000; AID 2662; active = well fitted inhibition curve with a large enough effect in the polarisation, with a control signal flat, not every such curve was filed as active; inconclusive = small, poorly fitted or top-dose-only effect, or effect the other way, or a change in a side signal; inactive = no such curve, though single readings can be large or run the other way; the % refers to the polarisation; note: potency is the fitted concentration of half-maximal effect
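Steps: dispense CXXC domain solution (7 uM) → pin compounds or unlabeled HOX-A9 DNA control → 5 min ambient → add FLSN-HOX-A9 solution (50 nM) → spin → 30 min ambient → fluorescence polarization. Tris pH 7.5/NaCl/DTT/BSA buffer.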
hERG WT inh – KCNH2 (human, wildtype) channel inhibition; U2OS, BacMam KCNH2, thallium flux FluxOr; hits give low values; hit rate 0.37% among 340,000; activity change, % at 1.84 µM; Q12809; AID 720551;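 active = maximum activity change below -70%; inconclusive = maximum activity change between -70% and -50%; inactive = maximum activity change above -50%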; note: % is set by controls: 0 for no effect and ±100 for the full control effect
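U2OS cells transduced with wild-type KCNH2 virus are loaded with FluxOr dye for 45 min, and thallium flux is measured in kinetic reads before and after stimulation buffer. Rate constants are normalized to DMSO controls.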
Integrin act MD – integrin-mediated muscular dystrophy alleviation activation | alpha7betagal myoblasts, beta-gal FDG fluorescence, 48 h | Potency, µM (titrated, usually from 38.3 µM), without a hit: at the top dose activation, actives largely listed as activators | hit rate 0.064% among 350,000;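 note: potency is the fitted concentration of half-maximal effect; 100% = response of the positive control SU9516; nearly all actives have a fitted effect of over 60% in size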
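Alpha7betagal+/- myoblasts (passage 13) were plated 16-24 hr, then exposed to compounds (1:260 dilution of DMSO stock) for 48 hours at 37C. After MPER lysis, β-galactosidase reporter activity was read as FDG fluorescence (ex 480/em 540) after 30 minutes.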
GALK inhibitor – galactokinase (human) inhibition; Purified GALK, Kinase-Glo residual ATP luminescence; Potency, µM (doses to about 57.5 µM), for the others: at the highest dose activity change, negative = inhibition, usual class: inhibitors; hit rate 0.007% among 270,000; AID 1868; note: potency is the fitted concentration of half-maximal effect; % is set by controls: 0 for no effect and ±100 for the full control effect
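The enzyme phosphorylates galactose (100 uM) using ATP (35 uM); inhibition is detected as higher residual ATP, quantified by bioluminescence after 1 h reaction at room temperature, pH 8.0.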
KCNH2 3.1 inh – KCNH2 3.1 (human) potassium channel inhibition; U2OS KCNH2 3.1, thallium flux FluxOr; hits give low values; activity change, % (tested at about 1.8 µM); AID 720553; hit rate 0.95% among 340,000;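 active = maximum activity change below -70%; inconclusive = maximum activity change from -70% to -50%; inactive = maximum activity change above -50%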;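 note: thallium influx rate constant from kinetic fluorescence after stimulation buffer; % is set by controls: 0 for no effect and ±100 for the full control effect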
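Thallium flux read-out: FluxOr dye with Red40 quencher in HBSS/HEPES, 45 min at RT. Rate constants from kinetic reads were normalized to positive and negative DMSO controls. Cells: U2OS virally expressing the 3.1 isoform.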
TRPV1 agonist – activates the human vanilloid receptor TRPV1; AID 540275; hit rate 0.19% among 320,000; TRPV1-expressing cells, Fluo-8 calcium influx, agonist mode; Q8NER1; activation, % at 8.33 µM; in the data active = activation above about 80%; inconclusive = between about 30% and that limit; note: 0% is about no effect
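TRPV1-expressing cells were cultured overnight at 35.5C and loaded with Fluo-8 calcium dye for 40 to 90 min at room temperature. After a 10 s baseline, compound was added and calcium influx was read kinetically for 3 min (ex 480/em 520 nm).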
MBNL1 CUG block – blocks human MBNL1 binding to CUG repeat RNA. TR-FRET MBNL1-His/biotin-(CUG)12 binding, 665/545 ratio. Q9NR56. AID 2675. Potency, µM (highest dose often 57.5 µM), without a hit: at the highest dose activity change, negative = inhibition, actives largely listed as inhibitors. hit rate 0.036% among 280,000; active = well fitted inhibition curve with a large enough effect in the signal ratio, with a control signal flat, not every such curve was filed as active; inconclusive = small, poorly fitted or top-dose-only effect, or effect the other way, or a change in a side signal; inactive = no such curve, though single readings can be large or run the other way; the % refers to the signal ratio; note: potency is the fitted concentration of half-maximal effect; % is set by controls: 0 for no effect and ±100 for the full control effect
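Inhibition of protein-RNA binding appears as loss of TR-FRET between terbium anti-His antibody on MBNL1-His and streptavidin-XL665 on biotin-(CUG)12. Activity is normalized to buffer-only and uninhibited-complex controls.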
FBPA coupling cs – coupling enzyme interference in Giardia aldolase counter-screen | coupling enzyme system counterscreen, AmpLite Red fluorescence | hit rate 0.67% among 290,000 | activity change, negative = inhibition, % at 58.2 µM, hits read low | AID 2472; in the data active = activity change below about -30%; note: % is set by controls: 0 for no effect and ±100 for the full control effect
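Activity here indicates interference with the coupling reaction, not aldolase inhibition. Compounds at 57.5 uM final met coupling enzymes for 10 min at RT; substrate and AmpLite Red detection followed, with a 525/598 nm fluorescence read after 20 min.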
A-T KAP1 phos – potential ataxia-telangiectasia treatment; […] A-T fibroblasts, KAP-1 phosphorylation AlphaLISA; neocarzinostatin DNA damage 30 min before lysis; Potency, µM (doses to about 57.5 µM), for inactives: at the highest dose activation, usual class: activators; hit rate 0.19% among 320,000; note: potency is the fitted concentration of half-maximal effect; % of control where 0% means no effect; nearly all actives have a fitted effect of over 45% in size
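ATM-like activity read as KAP-1 phosphorylation via AlphaLISA donor/acceptor antibody pairs after lysis and 6 hr at 25C. Cells were ATM-null patient fibroblasts ([…], hTERT), dosed 60 min, then exposed to the DSB inducer NCS for 30 min.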
* marks the source's active call; other numbers are inactive results; i = inactive; ? = inconclusive; / = not tested or not shown; [ ] = dose if it differs, or a comment. Unless noted, calls come from the whole dose curve; as a rule, active = well fitted curve in the direction sought with a large enough effect; inconclusive = small, poorly fitted or top-dose-only effect, or another doubt; inactive = no such curve, though single readings can be large; an effect the other way counts as inactive or inconclusive.

No.	Molecule	ASM inhibitor	MLL CXXC-DNA inh	hERG WT inh	Integrin act MD	GALK inhibitor	KCNH2 3.1 inh	TRPV1 agonist	MBNL1 CUG block	FBPA coupling cs	A-T KAP1 phos
1	N#CCCc1cccc(CCC#N)c1	0%	1%	3	7%	/	9	0	?	1	-3%
2	Cc1nc2cc(NC(=O)NCc3ccco3)ccc2n1C	0%	-4%	10	-3%	0%	-2	0	2%	1	-3%
3	Cc1cc(SCC(=O)OCC(=O)N(C)C2CCS(=O)(=O)C2)c(C)cc1Br (stereo not drawn)	-3%	/	1	6%	/	-7	18	/	/	5%
4	O=C(NC(=S)Nc1ccccc1[N+](=O)[O-])c1cncc(Br)c1	0%	-9%	8	-15%	0%	9	3	?	-2	0%
5	O=C(COC(=O)CCc1ccccc1)NC(c1ccccc1)c1ccccc1	-2%	14%	-11	0%	-1%	-2	19	/	-3	9%
6	O=C(Nc1ccc(Cl)cc1)C1C2C=CC3(O2)C1C(=O)N(CCCN1CCCCC1)C3C(=O)NC1CCCCC1 (stereo not drawn)	3%	-1%	15	2%	1%	6	1	2%	-4	-4%
7	COc1cccc(NC(=O)C(=O)NCC(c2ccco2)N2CCc3ccccc3C2)c1 (stereo not drawn)	-2%	/	-4	-16%	/	6	1	/	/	7%
8	CCC(=O)Nc1c(C)n[nH]c1C	7%	5%	2	-4%	5%	-16	-3	-22%	9	8%
9	C/C(CC(=O)NC(C)c1ccccc1)=N\NC(N)=S (stereo not drawn)	2%	-1%	2	5%	1%	-1	-2	2%	2	-3%
10	COc1ccccc1-n1cc(C(=O)c2cc(Cl)ccc2O)cc(C#N)c1=O	9%	41%[activator]	1	-1%	-1%	13	15	-1%	4	-1%
11	CCCC12CN3CC(CCC)(CN(C1)C3c1ccco1)C2=O (stereo not drawn)	2%	-2%	3	-8%	-1%	-7	1	-15%	2	9%
12	Cn1ccc(C(=O)Nc2sc3c(c2C(N)=O)CCCCC3)n1	-2%	-1%	-2	7%	5%	-3	5	-3%	/	-13%
13	Cn1c(=O)oc2cc(S(=O)(=O)N3CCC(C(=O)NCc4ccccc4)CC3)ccc21	-3%	/	0	1%	/	-3	0	9%	1	-7%
14	Cc1ccc(S(=O)(=O)N(C)C)cc1NC(=O)CSc1nnc(C2CC2)n1C1CC1	3%	/	-2	-14%	/	-15	-2	/	/	3%
15	Cc1cc(C)cc(N2CCN(C(=O)N3CCOCC3)CC2)c1	0%	-12%	-5	13%	3%	1	?	5%	0	5%
16	CCCCN(CC)CCNC(=O)c1cn(CCOC)c(=O)c2c1c1ccccc1n2C	6%	0%	2	-15%	1%	-6	3	0%	2	28%
17	O=C(c1ccccc1)n1c(=O)cc[nH]c1=O	4%	/	-10	26%	/	-6	3	/	/	24%
18	CCOc1ccc2oc(C(=O)OCC(=O)NC3CCCC3)c(C)c2c1	2%	/	0	?	/	-5	15	/	/	4%
19	COc1ccc(CNC(=O)[C@H](C)N2C(=O)N3CCc4c([nH]c5ccccc45)[C@@]3(C)C2=O)cc1OC	-7%	10%	-1	-35%	/	9	0	4%	-1	19%
20	CCN(CC)S(=O)(=O)c1cccc(C(=O)N/N=C/c2ccc([N+](=O)[O-])o2)c1	-2%	-12%	2	-54%[inhibitor]	7%	-1	5	?	0	10%
21	Cc1cccc(C2=NN(c3ccccc3)[C@H](CO)[C@H]2c2ccc(F)cc2)c1	i	/	-5	6%	/	-2	/	/	-1	25%
22	COc1cc(/C=C/C(=O)Oc2coc(CSc3ncccn3)cc2=O)cc(OC)c1OC	82%	-3%	-9	19%	-1%	-3	-5	3%	2	-2%
23	CCn1cc(C(=O)NC2CCCCCC2)c2cc(OC)c(OC)cc2c1=O	-6%	5%	-6	-20%	-5%	0	23	-3%	4	-3%
24	Cc1ccccc1OCC(=O)N(Cc1nc(-c2ccccc2)no1)C(C)C	-8%	12%	0	-14%	0%	0	14	3%	1	5%
25	CCN(CC)CCC/C(=N\O)C(O)(c1ccccc1)c1ccccc1	5%	-2%	41	-2%	5%	7	2	-4%	0	4%
26	COc1ccc(S(=O)(=O)NNC(=O)c2ccc([N+](=O)[O-])cc2)cc1	5%	-6%	-4	?	3%	5	-2	?	2	-14%
27	O=C1NCCN1Cc1ccccc1F	1%	4%	-11	9%	2%	0	-3	-2%	0	6%
28	C/C(CC(=O)Nc1cc(C)ccn1)=N\NC(=O)c1ccccc1C	0%	-5%	-14	1%	5%	7	6	-3%	-6	-3%
29	Cn1ncc2c(NNC(=O)Cc3ccccc3)ncnc21	7%	-4%	11	-15%	2%	-1	-8	-12%	4	7%
30	CC1=C(C(=O)NC2CCC(C)CC2)C2(CCC(C)CC2)OC1=O (stereo not drawn)	0%	-4%	-6	-6%	-1%	-6	7	5%	0	-3%

The list goes on; it opens with the three that closed the last part.
No.	Molecule	ASM inhibitor	MLL CXXC-DNA inh	hERG WT inh	Integrin act MD	GALK inhibitor	KCNH2 3.1 inh	TRPV1 agonist	MBNL1 CUG block	FBPA coupling cs	A-T KAP1 phos
28	C/C(CC(=O)Nc1cc(C)ccn1)=N\NC(=O)c1ccccc1C	0%	-5%	-14	1%	5%	7	6	-3%	-6	-3%
29	Cn1ncc2c(NNC(=O)Cc3ccccc3)ncnc21	7%	-4%	11	-15%	2%	-1	-8	-12%	4	7%
30	CC1=C(C(=O)NC2CCC(C)CC2)C2(CCC(C)CC2)OC1=O (stereo not drawn)	0%	-4%	-6	-6%	-1%	-6	7	5%	0	-3%
31	CC(CNC(=O)c1ccccc1[N+](=O)[O-])NC(=O)c1ccccc1[N+](=O)[O-] (stereo not drawn)	1%	/	-2	6%	/	9	/	/	/	/
32	CCCOC(=O)C1=C(C)NC2=C(C(=O)CC(C)(C)C2)C1c1cccnc1 (stereo not drawn)	i	5%	3	-21%	0%	7	?	?	1	12%
33	C#CCN(C(=O)c1ccc(OC2CCN(Cc3ccccn3)CC2)cc1)C1CCCCC1	4%	3%	-4	?	-3%	-3	-2	-5%	2	-6%
34	COc1cc2nc(SCc3ccc(F)cc3)n(Cc3cccs3)c(=N)c2cc1OC	?	0%	-2	6%	1%	-4	4	0%	1	1%
35	Cc1ccc(NC(=O)c2cc(S(=O)(=O)NCCC3=CCCCC3)ccc2F)cc1F	-24%	7%	0	-38%	1%	-12	-1	-2%	-1	-3%
36	Cc1nn(C)cc1C(=O)Nc1c(C)nn(Cc2ccccc2Cl)c1C	8%	0%	-5	8%	1%	0	1	-16%	0	10%
37	CN(C)CC(C)(C)CNC(=O)CC1C(=O)NCCN1Cc1ccc(-c2ccccc2)cc1 (stereo not drawn)	2%	-1%	3	-7%	1%	8	1	-6%	-2	-1%[11.5 µM]
38	CSc1oc(-c2ccccc2)nc1S(=O)(=O)c1ccc(F)cc1	-4%	-10%	3	-10%	7%	-90*	-7	5%	0	1%
39	O=C(O/N=C/c1ccc(Cl)cc1)C1CCCCC1	-1%	7%	-22	-17%	-2%	3	?	-6%	0	-11%
40	O=C(O)C1CC(c2cccc(Br)c2)=NO1 (stereo not drawn)	2%	11%	-10	1%	4%	4	8	-6%	16	1%
41	O=C(Nc1ccc(N2C(=O)C3CCCCC3C2=O)cc1Cl)c1cccs1 (stereo not drawn)	-3%	5%	-6	12%	14%	-16	4	0%	1	-8%
42	COc1cc(C(=O)NCCOc2ccc(F)cc2)c(Br)c(OC)c1OC	9%	7%	2	11%	2%	2	9	-5%	-7	13%
43	O=C1CCC(/C=C/c2ccccc2)=NN1	-3%	-5%	-18	-1%	0%	-7	2	/	0	-3%
44	O=C(CSc1ccccc1C(=O)O)Nc1ccc2c(c1)OCO2	3%	/	0	-4%	/	-4	1	/	/	-8%
45	O=C(CCNC(=O)c1ccco1)NCCc1c[nH]c2ccccc12	1%	/	-2	0%	/	6	/	/	/	6%
46	COc1ccc(CNC(=O)C2CCCN(S(=O)(=O)c3ccccc3)C2)cc1 (stereo not drawn)	1%	-8%	-19	-21%	6%	-25	7	0%	1	1%
47	COc1ccc(N2CCN(S(=O)(=O)c3c(C)[nH]c(C)c3C(=O)N3CCCCC3)CC2)cc1	-1%	8%	11	0%	-2%	25	1	7%	0	-2%
48	Cc1cccc(C)c1NC(=O)COC(=O)c1ccccc1[N+](=O)[O-]	0%	12%	i	?	-1%	2	0	19%	-1	31%
49	COc1ccc(CCNC(=O)COc2ccc(S(=O)(=O)N3CCCC3)cc2)cc1	2%	5%	-11	20%	3%	3	3	1%	3	-2%
50	O=C(/C=C/c1ccco1)Nc1ccc(Oc2ccccc2)cc1	-6%	-2%	-2	-33%	-4%	-4	?	7%	-8	6%
